# Compound activity deposited in PubChem by National Center for Advancing Translational Sciences (NCATS).
# A549 viability: kills or reduces viability of A549 cells in Nrf2 counter-screen; A549 ARE-Fluc cells, CellTiter-Fluor viability, 18-24 h; Potency, µM (series often up to 46 µM), without a hit: at the highest dose activity change, negative = cytotoxicity, hits mostly inhibitors; actives 0.16% (n = 390,000); also: potency is read from the fitted curve at half-maximal effect; % is scaled to controls: 0 for no effect and ±100 for the full control effect
#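 Cytotoxicity counterscreen: CellTiter-Fluor fluorescence was measured in A549 ARE_Fluc cells after 18-24 h of compound exposure in a concentration series. The subsequent BugLite luminescent read reports ARE-luciferase activity.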
# ATXN2 expr inh: reduces ATXN2 reporter expression in HEK-293 cells; HEK-293 ATXN2-luciferase reporter, luminescence, 24 h; Potency, µM (highest dose often 57 µM), for the others: at the top dose activity change, negative = inhibition, hits mostly inhibitors; actives 0.72% (n = 360,000); AID 1745845; also: potency is read from the fitted curve at half-maximal effect; % is scaled to controls: 0 for no effect and ±100 for the full control effect; nearly all actives have a fitted effect of over 55% in size
#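 qHTS (up to 57 uM final) was run with 24 h compound exposure of reporter cells at 37 °C. Each well was multiplexed: SteadyGlo luminescence measured ATXN2-luciferase expression after a fluorogenic Gly-Phe-AFC viability readout (25 uM final).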
# S2 tox: cell viability loss in ATXN counter-screen | S2 cells (HEK-293 line with an ATXN2-luciferase reporter) viability, CellTiter-Fluor protease fluorescence, 24 h | Potency, µM (titrated, usually from 56.7 µM), actives largely listed as cytotoxic | actives 0.49% (n = 400,000) | AID 651635; also: potency is read from the fitted curve at half-maximal effect; nearly all actives have a fitted effect of over 40% in size
# TGFb inhibitor: TGF-b pathway inhibition; HepG2 CAGA-GFP TGF-b/SMAD3 reporter, GFP fluorescence, 18 h; TGF-beta stimulated, 500 pg/mL final; Potency, µM (titrated, usually from 46.1 µM), for inactives: at the highest dose activity, negative = inhibition, actives largely listed as inhibitors; actives 1.2% (n = 410,000); AID 588855; also: potency is read from the fitted curve at half-maximal effect; % is scaled to controls: 0 for no effect and ±100 for the full control effect; nearly all actives have a fitted effect of over 65% in size
#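 Cell-based qHTS in HEPG2 carrying a CAGA-GFP Smad reporter; compounds added before 500 pg/mL final TGF-beta, 18 h incubation at 37 degrees C, GFP fluorescence quantified per cell by imaging cytometry.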
# MCF10A rereplic: inducers of DNA re-replication in MCF 10A breast cells | actives 2.9% (n = 350,000) | Potency, µM (titrated, usually from 46.1 µM), without a hit: at the top dose activity, positive = re-replication, most hits filed as activators | MCF 10A DNA re-replication, Hoechst nuclear intensity, 48 h | AID 624296; also: potency is read from the fitted curve at half-maximal effect; % of control where 0% means no effect; nearly all actives have a fitted effect of over 50% in size
# HepG2 tox: kills HepG2 cells in TGF-b inhibitor counter-screen; HepG2 CAGA-GFP viability, ATP luminescence, 18 h; Potency, µM (doses to about 46.1 µM), for inactives: top-dose activity change, negative = cytotoxicity, actives largely listed as cytotoxic; actives 0.76% (n = 410,000); AID 588856; also: potency is read from the fitted curve at half-maximal effect; some results filed as inactive show a strong effect at the top dose
#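 HepG2 CAGA-GFP cells (1000/well, DMEM with 1% FBS) received compound, then TGF-beta at 500 pg/mL final, and were incubated 18 hours at 37 degrees C. Viability was read by CellTiter-Glo luminescence. Media-only wells were set as complete cell-killing and DMSO as no toxicity.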
# Nrf2 inh: blocks Nrf2 signaling. A549 ARE-Fluc reporter, luciferase luminescence, 18-24 h. Potency, µM (titrated, usually from 46 µM), for the others: top-dose activity change, negative = inhibition, hits mostly inhibitors. actives 2.1% (n = 360,000). AID 504444; also: potency is read from the fitted curve at half-maximal effect; % is scaled to controls: 0 for no effect and ±100 for the full control effect; nearly all actives have a fitted effect of over 60% in size
#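 Reporter: ARE-Fluc in A549. Exposure: 18-24 h, 37 °C, 5% CO2, 5% FBS OPTI-MEM. Readouts: fluorescent cytotoxicity (CellTiter-Fluor), then luminescent Nrf2 signal after BugLite.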
# IL1B secr inh: blocks inflammasome-driven IL-1 beta release. THP-1 LPS/ATP IL-1B secretion, AlphaLISA, 16 h; hits give low values. activity change, % at 57.5 µM. actives 4.7% (n = 360,000); in the data active = activity change below about -50%; inconclusive = mostly about -30% to -49%; also: % is scaled to controls: 0 for no effect and ±100 for the full control effect
#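 THP-1 cells pretreated 1 hr with compounds (up to 57.5 uM final), then stimulated with LPS (250 ng/mL final) plus ATP (1.25 mM final); secreted IL-1B measured by AlphaLISA after 16 hr, decreased signal indicating inhibition.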
# Nrf2 ARE act: Nrf2 pathway activation; AREc32 ARE-luciferase reporter (MCF7-derived line), luminescence, 24 h; Potency, µM (top dose mostly 46.1 µM), for the others: at the top dose activation, actives largely listed as activators; actives 0.31% (n = 410,000); also: potency is read from the fitted curve at half-maximal effect; % of control where 0% means no effect; nearly all actives have a fitted effect of over 65% in size
#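 Reporter line AREc32 (ARE-Fluc), seeded overnight in OPTI-MEM with 5% FBS; compound pin-transferred, 24 hr at 37 deg C, 5% CO2; luminescent read-out.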
# The depositor's hits bear a star; i = inactive; ? = inconclusive; . = no result given; & = joins results of further samples; [ ] = remark or other dose. Unless noted, calls follow the shape of the dose curve; as a rule, active = well fitted curve in the direction sought with a large enough effect; inconclusive = small, poorly fitted or top-dose-only effect, or another doubt; inactive = no such curve, though single readings can be large; an effect the other way counts as inactive or inconclusive.
# Every second line gives: A549 viability | ATXN2 expr inh | S2 tox | TGFb inhibitor | MCF10A rereplic | HepG2 tox | Nrf2 inh | IL1B secr inh | Nrf2 ARE act
Cc1ccc2c(=O)c(C(=O)c3ccc(Cl)cc3)cn(CC(=O)Nc3ccc4c(c3)OCCO4)c2n1
→ 3% | -20% | i | 11% | . | -10% | -9% | . | 0.4%
Cc1ccc(C(=O)Nc2c(C)n(C)n(-c3ccccc3)c2=O)cc1
→ 1% | 12% | i | -2% | 1% | 3% | 15% | 11 | -0.3%
N#Cc1ccc(OCC(=O)OCC(=O)N2CCc3ccccc32)cc1
→ . | . | i | 3% | . | -4% | . | -8 | -1.9%
Cc1ccc(CNC(=O)c2ccc3nc(N4CCCCC4)sc3c2)cc1
→ 0% | 34%[activator] | i | 3% | . | 4% | ? | . | 2.6%
NC(=O)CSc1nnc(COc2ccccc2)n1C1CCCCC1
→ -7% | 9% | i | -11% | -7% | 6% | 9% | 0 | 0.1%
Cc1ccc(NS(=O)(=O)c2coc(C(N)=O)c2)cc1F
→ -1% | 0% | i | 0% | -12% | 4% | ? | 39 | -0.2%
CCCCCn1c(C(Cc2ccccc2)NC(C)=O)nc2ccccc21 (stereo not given)
→ 1% | -2% | i | 7% | -2% | -15% | -14% | -14 | -1.4%
CC1(C)Cc2c(c(-c3ccccc3)nc3sc4c(=O)[nH]c(=S)[nH]c4c23)CO1
→ 5% | -2% | i | 2% | -4% | 2% | 10% | 31 | -0.8%
O=C(CN(C(=O)Cn1nnc(-c2ccccc2F)n1)c1cccc2c1CCCC2)NCc1ccccc1
→ -6% | -2% | i | -12% | 4% | -1% | ? | -10 | 0.4%
CC1CC(C)CN(CCCCOc2ccc([N+](=O)[O-])cc2)C1 (stereo not given)
→ 0% | -2% | i | -1% | 10% | -8% | -1% | 0 | 0.0%
COc1cc(-c2nnc(SCC(=O)O)n2-c2ccccc2)cc(OC)c1OC
→ 4% | 6% | i | -3% | -2% | -4% | 2% | -9 | 0.1%
COc1cc(C(CC(=O)N2CCN(c3ccccc3)CC2)c2c(OC)cc(OC)c3ccc(=O)oc23)cc(OC)c1OC (stereo not given)
→ -13%&-5% | -19% | i | -32%&1% | 2% | -2%&-50% | -24%&6% | 3 | 2.3%
OCCCNc1cc(-c2ccnc(Nc3cccc(Cl)c3)n2)ccn1
→ -10% | 0.16µM* | ? | 0.28µM* | ? | -5% | ? | -108* | -1.9%
CCCCn1nnnc1C(c1ccccc1)N1CCN(c2c(Cl)cncc2Cl)CC1 (stereo not given)
→ . | ? | ? | . | . | . | . | 0 | -0.4%
COCCCNC(=O)CN(c1cc([N+](=O)[O-])ccc1OC)S(C)(=O)=O
→ 0% | 2%[11.3 µM] | i | -3% | -2% | -6% | -1% | 5 | 0.1%
CC(=O)Nc1ccc(NCc2ccc(C)s2)cc1
→ -5% | 20% | i | 11% | 2% | 13% | 3% | -15 | 0.3%
CCC1NC(=O)c2ccccc2N1c1cccc(Cl)c1 (stereo not given)
→ 6% | -33% | i | -13% | -5% | -169% | -9% | 34 | -0.3%
Cc1cccc(NC(=O)c2cc3c(=O)n4ccccc4nc3n(CC(C)C)c2=N)c1
→ 4% | -23% | i | -1% | 1% | -2% | -20% | 4 | -1.0%
C=CCn1c(C)cc(-c2csc(NC(=O)C3CCN(c4ncnc5sc(C)c(C)c45)CC3)n2)c1C
→ 4% | -2% | i | -7% | 19% | -9% | -26% | 0 | 1.1%
CC1(C)N([O-])C2=C(CCCC2)[N+]1=O
→ 0% | -31%[11.3 µM] | i | -1% | -14% | 5% | -4% | 17 | -0.3%
Cc1ccc(C2=NC(c3ccccc3)=Nc3ccc(Cl)cc3N2)cc1
→ 11% | 20% | i | 11% | . | -2% | 0% | . | 3.8%
Cc1c(C(=O)NCC2CCCO2)cccc1[N+](=O)[O-] (stereo not given)
→ 1% | 0% | i | -3% | -5% | 1% | -1% | 7 | 0.1%
CC(=O)c1c(OCC(=O)N(C)C2CCCCC2)ccc2c(C)cc(=O)oc12
→ -3% | -7% | i | -5% | -5% | -31% | -12% | 1 | -0.2%
Cc1cc(C)c(S(=O)(=O)N2CCN(c3ccccn3)CC2)c(C)c1
→ -4% | 10% | i | -5% | 0% | -8% | -3% | ? | 0.0%
Cc1ccc2c(c1)C(c1ccccc1)N(C(=O)c1ccc(Br)cc1)CC(=O)N2 (stereo not given)
→ -4% | -9% | i | 0% | 9% | -6% | -21% | -27 | 0.2%
c1ccc(Cc2nnc3sc(-c4ccc5c(c4)OCCO5)nn23)cc1
→ 0% | 39%[activator] | i | 0% | -1% | 8% | 15% | 24 | -0.6%
CCOC(=O)c1sc(=NC(=O)/C=C/c2ccccc2)n(C)c1C
→ 0% | 33% | i | 6% | 11% | 6% | 22% | 47 | -0.7%
CCN1CCN(CCC2Oc3cc([N+](=O)[O-])ccc3NC2=O)CC1 (stereo not given)
→ ? | 3% | i | 12% | -6% | 9% | ? | -12 | 0.2%
COC1CCCCC1NS(=O)(=O)c1ccccc1 (stereo not given)
→ -1% | 0% | i | ? | -1% | -12% | . | 21 | 1.8%
CC(NC(=O)Cc1ccccc1)C(=O)O (stereo not given)
→ 1% | 8% | i | 1% | 10% | -17% | 0% | 4 | -1.4%
CC1(C(=O)NCc2ccc(Cl)cc2)CCN1C(=O)Cc1cccs1 (stereo not given)
→ . | -4% | i | 0% | . | -30% | . | -19 | -0.1%
CC(C)(CNc1ccc([N+](=O)[O-])cc1Cl)N1CCOCC1
→ -2% | -6% | i | -2% | -22% | -2% | -1% | 20 | -0.3%
O=C(c1cnn(C(=O)c2cccc(S(=O)(=O)N3CCOCC3)c2)c1)c1ccccc1O
→ -3% | 2% | ? | 24% | -1% | 34% | 5% | 10 | 0.2%
CCOc1ccc(-n2c(N)c(C(=O)NCC3CCCO3)sc2=S)cc1 (stereo not given)
→ -2% | -7% | i | 12% | -1% | 0% | 3% | -29 | 0.3%
Cc1ccccc1C(=O)Nc1ccc(S(=O)(=O)N2CCOCC2)cc1
→ 3% | -13% | i | -8% | -17% | -6% | 1% | 6 | 3.0%
COC(=O)C1CN(S(=O)(=O)c2ccc(C)cc2)CCN1S(=O)(=O)c1ccc(C)cc1 (stereo not given)
→ -4% | -6% | i | ? | -4% | 2% | -5% | 6 | -0.1%
Cc1ccc(-n2ncc3c(N4CCCCCC4)ncnc32)cc1Cl
→ -2% | 8% | i | 4% | . | 6% | . | . | -1.4%
CCCCn1c(CN2CCN(C(=O)OCC)CC2)nc2c1c(=O)[nH]c(=O)n2C
→ 2% | 3% | i | 20% | 12% | 6% | 2% | 15 | -0.4%
COc1ccc(-c2ccc3c(c2)C2CC3CCN2)cc1 (stereo not given)
→ -7% | -1% | i | 21% | 21µM* | -22% | ? | -16 | 4.0%
O=C(CCSCc1ccccc1Cl)NCc1ccc(F)cc1Cl
→ 12% | . | . | ? | . | -32% | . | . | 2.9%
Cc1cccc(NC(=O)C23CCC(C)(/C(=N/O)C2)C3(C)C)c1 (stereo not given)
→ -8% | 3% | ? | 1% | -1% | -4% | 13% | -3 | 0.2%
COc1cc(NC(=O)c2ccc(N3CCCC3=O)cc2)cc(OC)c1
→ -11% | 5% | i | -5% | -4% | -5% | 12% | 6 | 1.9%
CCOC(=O)C(NC(=O)NCc1cccc(C(F)(F)F)c1)(OCC)C(F)(F)F (stereo not given)
→ 3% | -9% | i | -27% | 1% | 4% | -10% | 13 | -0.2%
O=C(NCC(=O)N(CC1CCCO1)C1(C(=O)NC2CCCCC2)CCCCC1)c1ccccc1 (stereo not given)
→ -8% | -3% | i | 2% | 1% | 7% | 17% | -1 | -0.9%
O=S(=O)(c1ccc(Br)cc1)N1CCN=C1SCc1cccnc1
→ 0% | . | ? | -4% | 1% | -4% | -9% | 19 | -0.5%
COc1ccccc1C(N)=S
→ 6% | -8% | i | 1% | -2% | 1% | -6% | 23 | 0.1%
Cc1cccc(C)c1N(CC(=O)NCc1ccc(F)cc1)C(=O)c1csnn1
→ -3% | 6% | . | 3% | -3% | -8% | 8% | -1 | 0.4%
COC(=O)C1=CN(c2ccc(F)cc2)C=C(C(=O)OC)C1c1cccc([N+](=O)[O-])c1
→ -7% | 0% | i | 10% | 2% | 13% | ? | -1 | 4.3%
Cc1nc2sc(C(=O)O)c(N)c2c2c1COC(C)(C)C2
→ -3% | -2% | i | -7% | 4% | 5% | 4% | 27 | -0.3%
Cc1nnc(SCCC(C)C)[nH]c1=O
→ -4% | -9% | i | 0% | 0% | -12% | 0% | 15 | 0.0%
CC(C)Cn1c(=O)c2ccccc2n2c(CCC(=O)NCC3CCCO3)nnc12 (stereo not given)
→ 0% | 5% | i | 0% | 4% | 3% | -2% | 24 | 0.1%
Cc1ccccc1CN(C)C(=O)COC(=O)CSc1ccc([N+](=O)[O-])cc1
→ 7% | -7% | i | 28% | -1% | 1% | 4% | 7 | 3.2%
Cc1cc(NC(=O)CN2CCC(n3nnc4cc(C(F)(F)F)ccc43)CC2)no1
→ 2% | -9% | i | -2% | ? | -15% | -15% | -25 | -0.9%
O=C(O)C1CCN(c2nc(-c3ccccc3)c3cc(Br)ccc3n2)CC1
→ -2% | 6% | . | 15% | 23µM* | 22% | -11% | 27 | 0.3%
Cc1ccc(-c2nnc(N3CCN(C(=O)CN4C(=O)c5ccccc5C4=O)CC3)c3ccccc23)cc1
→ -8% | -1% | i | 1% | 5% | -12% | -13% | -12 | -0.1%

# No enrichment for hits; overall some 8.8% were active at least once.
